High-throughput results from PubChem.
H9c2 TAG inh: inhibitors of triacylglycerol accumulation. H9c2 cells, Nile Red lipid (TAG) fluorescence; cells loaded with 200 µM oleic acid. inhibition, % at 12.5 µM. 230,000 compounds, 0.66% hits. AID 651582;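 active means pattern-corrected inhibition of lipid staining of at least 50% with the nuclear-stain viability signal not falling by more than 50%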;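 further: 0% = DMSO wells and 100% = triacsin C control wells; some results filed as inactive read as strong as hits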
H9c2 TAG inh DAPI viability: further read-out of H9c2 TAG inh, marked with its call; DAPI nuclei signal change (viability), lower = more cytotoxic, %;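 whole-well DAPI fluorescence read on a plate reader as a viability signal; minus 50 percent equals half of cells still viable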
The depositor's hits bear a star. Only part of the results is shown; count on the stated rates, not on these rows.

Below each SMILES – H9c2 TAG inh	H9c2 TAG inh DAPI viability
- CC(C)C(=O)Nc1ccccc1C(=O)N/N=C/c1ccc([N+](=O)[O-])cc1
    10.5	-2.1
- Cc1ccc(CNC(=O)c2ccc(OCC3CCCO3)cc2)cc1 (centres undefined)
    9.5	3.6
- COC(=O)C1CCN(C(=O)c2ccc3nccnc3c2)CC1
    0.9	6.6
- Cc1ccc(S(=O)(=O)N2CCN(c3ccnc4cc(Cl)ccc34)CC2)cc1C
    -3.5	7.5
- Cc1cc(C[n+]2cc(Br)ccc2N)c2ncccc2c1
    4.4	-6.3
- Cc1ccc(-c2nnc(CCC(=O)NCC3C4CC5CC(C4)CC3C5)o2)s1 (centres undefined)
    6.2	3.9
- C=CCN1C(=O)c2ccc(C(=O)N3CCN(c4ccccc4OC)CC3)cc2C1=O
    0.6	1.6
- CC(C)COC(=O)N(C)C[C@H]1OCc2cnnn2CCCC(=O)N([C@H](C)CO)C[C@@H]1C
    6.6	6.9
- CO/N=C/c1ccc(Oc2ccc(C)cc2)c([N+](=O)[O-])c1
    27.9	2.0
- OC(CNCc1ccco1)Cn1c2ccccc2c2ccccc21 (centres undefined)
    -35.4	7.5
- Cc1nc2ccccc2c2oc(C(=O)NCCN3CCCCC3C)cc12 (centres undefined)
    21.1	-1.2
- O=C(C1CCN(S(=O)(=O)c2cccs2)CC1)N1CCN(c2ccccc2O)CC1
    3.5	-5.8
- O=C(C1CCN(C2CCN(Cc3ccc4cc(F)ccc4n3)CC2)CC1)N1CCCC1
    -6.0	14.5
- COCCn1c(-c2ccc(Br)cc2)nc2oc3cc(OC)ccc3c(=O)c2c1=O
    -8.0	9.3
- CCOc1cc2[nH]c(=S)n(CCCN3CCCC3=O)c(=O)c2cc1OCC
    23.2	-12.1
- COc1ccc(NC(=O)C(OC(=O)Cn2cnc3c2c(=O)n(C)c(=O)n3C)c2ccccc2)cc1Cl (centres undefined)
    12.6	-1.4
- O=C(O)CC(c1cccc([N+](=O)[O-])c1)N1Cc2ccccc2C1=O (centres undefined)
    8.4	-11.6
- COCCSc1nnc(NS(=O)(=O)c2ccccc2)s1
    5.9	6.5
- COc1cccc(NC(=O)COc2coc(CN3CCc4ccccc4C3)cc2=O)c1
    -2.9	-4.3
- COc1ccc(-c2nc(CN(Cc3cnn(C)c3)C(C)C)c(C)o2)c(OC)c1
    -0.8	-14.8
- CCOc1cc(/C=N/N=C2/NC(=O)C(CC(=O)O)S2)ccc1OCc1ccc(Cl)cc1 (centres undefined)
    5.2	-7.2
- O=C(c1ccco1)N1N=C(c2ccc(Cl)cc2)CC1(O)C(F)(F)F (centres undefined)
    -5.4	-9.6
- O=C(c1cc(COc2ccc(F)cc2Cl)on1)N1CCSCC1
    16.7	-1.3
- CC(=O)NC(CC(=O)OCC(=O)N1CCN(S(=O)(=O)c2ccc(Cl)cc2)CC1)c1ccccc1 (centres undefined)
    1.0	-2.5
- COCCNC(=O)CSc1ccccc1C(=O)NCC1CCCCC1
    1.8	-0.3
- Cc1cc(C)n(-c2nc3ccccc3c(=O)n2OCC(=O)Nc2c(C)cccc2C)n1
    -5.4	-0.2
- O=C(COC(=O)c1cn(-c2ccccc2)nc1-c1ccc(F)cc1)Nc1ncc(Cl)cc1Cl
    9.0	9.9
- COc1cccc(CN(C)C(=O)C2CCN(S(=O)(=O)c3ccc(C)cc3)CC2)c1OC
    -6.2	-5.7
- O=C(COC(=O)CN1C(=O)C2CCCCC2C1=O)Nc1cc(F)ccc1F (centres undefined)
    0.1	5.5
- Nc1ccc(-c2cnc(-c3ccc(N)cc3)nc2)cc1
    19.5	16.5
- O=C1c2cccc3cccc(c23)C(=O)C1(O)O
    16.0	-0.7
- COC(=O)CN1C(=O)CC(C)(C)Sc2ccccc21
    5.2	-6.2
- O=[N+]([O-])c1ccc(Oc2ccc(C(F)(F)F)cn2)cc1
    -9.0	1.0
- Cc1ccc(NC(=O)C(=O)NCCc2c[nH]c3ccccc23)cc1C
    -0.3	5.7
- CC(C(=O)NCCc1ccc(F)cc1)N1CCN(Cc2ccccc2)CC1 (centres undefined)
    -3.9	-5.0
- Cc1ccc(-c2nc(NC(=O)CSc3nnnn3-c3ccccc3)ns2)cc1
    -8.4	2.8
- Cc1nc2oc3c(NCc4ccccc4)ncnc3c2c2c1COC(C)(C)C2
    6.9	18.8
- CSc1ccc(/C=C/C(=O)NC(=O)c2ccccc2O)cc1
    -6.2	18.3
- CC(=O)NCCN=Cc1sc2ccccc2c1O
    25.6	-11.7
- CN1CCN(CCC(=O)Nc2ccc(OCc3ccccc3)cc2)CC1
    16.3	3.8
- Cc1ccc(S(=O)(=O)C2(C(=O)NCc3ccccc3Cl)CC2)cc1
    -12.5	3.6
- O=C(CCSCCC(=O)N1CCCC1)N1CCCC1
    -1.1	24.9
- O=C(COC(=O)C12CC3CC(CC(Br)(C3)C1)C2)Nc1c(F)cccc1F
    5.9	-6.3
- CCc1nnc(NC(=O)CN2CC(C)OC(C)C2)s1 (centres undefined)
    -10.1	4.8
- Cc1ccc(S(=O)(=O)N2CCOCC2)cc1C(=O)N(C)CCOc1ccc(Cl)cc1
    -19.5	-8.9
- O=C1/C(=C\c2ccc([N+](=O)[O-])cc2)CS(=O)(=O)C/C1=C/c1ccc([N+](=O)[O-])cc1
    103.1	-95.7
- COCCn1c(C)cc(C(=O)COC(=O)CCN2C(=O)c3ccccc3C2=O)c1C
    -9.3	6.4
- CCN(CC)c1nc(C#N)nc(N(CC)CC)n1
    -25.1	8.8
- O=C(O)c1ccccc1Cc1ccc(F)c2ccccc12
    -2.0	-9.4
- O=C1CCCc2c1cc(C(=O)Nc1ccc(Cl)cn1)c(=O)n2-c1ccccc1
    23.6	-16.3
- COCCCN1C(=O)C(=O)/C(=C(/O)c2ccc(S(=O)(=O)N3CCOCC3)cc2)C1c1ccc(C)cc1 (centres undefined)
    9.4	-1.8
- CCC(CC)c1nnc(NC(=O)CS(=O)(=O)Cc2ccccc2)s1
    0.3	4.8
- CC(C)CC(NC(N)=O)C(=O)NCc1ccc(Cl)cc1 (centres undefined)
    9.9	-1.8
- COc1ccc(/C=N/NC(=O)c2[nH]nc3c2CCc2ccccc2-3)cc1OC
    27.1	-17.8
- Cc1cc(NC(=O)c2cc(-c3ccc(O)cc3)on2)no1
    -11.1	13.4
- CCN(CC(=O)Nc1c(F)cccc1F)C(=O)c1ccc2ncsc2c1
    -11.3	8.9
- C/C(=N\NC(=O)c1cccc([N+](=O)[O-])c1)c1ccncc1
    -1.3	8.8
- COc1ccc([N+](=O)[O-])cc1NC(=O)C(C)OC(=O)CSC(C)C(=O)Nc1cc(C)on1 (centres undefined)
    -5.1	0.6
- C[C@H]1CN([C@@H](C)CO)C(=O)CCCn2nncc2CO[C@@H]1CN(C)S(=O)(=O)c1ccccc1
    13.1	-4.1
- Cc1cc(C)n(C(=O)c2ccc(S(=O)(=O)NCC3CCCO3)cc2)n1 (centres undefined)
    -14.5	7.8

Shown in markdown: part of the list above
| Molecule | H9c2 TAG inh | H9c2 TAG inh DAPI viability |
| --- | --- | --- |
| CCc1nnc(NC(=O)CN2CC(C)OC(C)C2)s1 (centres undefined) | -10.1 | 4.8 |
| Cc1ccc(S(=O)(=O)N2CCOCC2)cc1C(=O)N(C)CCOc1ccc(Cl)cc1 | -19.5 | -8.9 |
| O=C1/C(=C\c2ccc([N+](=O)[O-])cc2)CS(=O)(=O)C/C1=C/c1ccc([N+](=O)[O-])cc1 | 103.1 | -95.7 |
| COCCn1c(C)cc(C(=O)COC(=O)CCN2C(=O)c3ccccc3C2=O)c1C | -9.3 | 6.4 |
| CCN(CC)c1nc(C#N)nc(N(CC)CC)n1 | -25.1 | 8.8 |
| O=C(O)c1ccccc1Cc1ccc(F)c2ccccc12 | -2.0 | -9.4 |
| O=C1CCCc2c1cc(C(=O)Nc1ccc(Cl)cn1)c(=O)n2-c1ccccc1 | 23.6 | -16.3 |
| COCCCN1C(=O)C(=O)/C(=C(/O)c2ccc(S(=O)(=O)N3CCOCC3)cc2)C1c1ccc(C)cc1 (centres undefined) | 9.4 | -1.8 |
| CCC(CC)c1nnc(NC(=O)CS(=O)(=O)Cc2ccccc2)s1 | 0.3 | 4.8 |
| CC(C)CC(NC(N)=O)C(=O)NCc1ccc(Cl)cc1 (centres undefined) | 9.9 | -1.8 |
| COc1ccc(/C=N/NC(=O)c2[nH]nc3c2CCc2ccccc2-3)cc1OC | 27.1 | -17.8 |
| Cc1cc(NC(=O)c2cc(-c3ccc(O)cc3)on2)no1 | -11.1 | 13.4 |
| CCN(CC(=O)Nc1c(F)cccc1F)C(=O)c1ccc2ncsc2c1 | -11.3 | 8.9 |
| C/C(=N\NC(=O)c1cccc([N+](=O)[O-])c1)c1ccncc1 | -1.3 | 8.8 |
| COc1ccc([N+](=O)[O-])cc1NC(=O)C(C)OC(=O)CSC(C)C(=O)Nc1cc(C)on1 (centres undefined) | -5.1 | 0.6 |
| C[C@H]1CN([C@@H](C)CO)C(=O)CCCn2nncc2CO[C@@H]1CN(C)S(=O)(=O)c1ccccc1 | 13.1 | -4.1 |
| Cc1cc(C)n(C(=O)c2ccc(S(=O)(=O)NCC3CCCO3)cc2)n1 (centres undefined) | -14.5 | 7.8 |

(next part)
Below each SMILES – H9c2 TAG inh	H9c2 TAG inh DAPI viability
- CCCNC(=S)N1CCN(Cc2ccc3c(c2)OCO3)CC1
    -0.9	-2.3
- O=C(OCn1ncc(Br)c(Br)c1=O)c1ccc(F)cc1
    145.3	-82.1
- OC(c1ccc(F)c(F)c1)c1nc(-c2cnc3ccccc3c2)cs1 (centres undefined)
    -12.0	-3.1
- COc1cccc(NC(=O)C(Sc2nc3ccccc3c(=O)n2CC(C)C)c2ccccc2)c1 (centres undefined)
    -14.3	-3.9
- O=C(Cn1ncc2c3ccccc3n(Cc3ccccc3)c2c1=O)N1CCN(c2ncccn2)CC1
    1.0	18.5
- CC(C)N(Cc1cnn(C)c1)Cc1nc(Cc2ccccc2Cl)no1
    1.3	-4.7
- C/C(=N/NC(=O)c1ccccn1)c1c[nH]c2ccccc12
    -1.2	4.2
- CCC(=O)c1ccc(OCC(=O)Nc2ccc3nc(C)sc3c2)cc1
    -9.0	0.8
- O=C(COC(=O)/C=C/c1ccccc1[N+](=O)[O-])Nc1ccc(S(=O)(=O)N2CCOCC2)cc1
    -3.5	-2.9
- CCc1ccccc1NC(=S)NNC(=O)c1ccccc1Cl
    -13.9	-2.0
- O=C(COc1ccccc1)NNc1nc2c(F)cccc2s1
    0.7	-5.6
- O=C(NCCc1nc2ccccc2[nH]1)/C(=C/c1ccc(F)cc1)NC(=O)c1ccco1
    -6.2	0.3
- COc1cc(C2c3cc4c(cc3OC(NNC(N)=O)C2C)OCO4)cc(OC)c1OC (centres undefined)
    45.6	-17.1
- CCOC(=O)Cc1csc(NC(=O)CSC2=NCCS2)n1
    3.6	-3.1
- COc1ccc2nc(SCC(=O)NC3CCCCC3C)[nH]c2c1 (centres undefined)
    -16.9	6.6
- CCO[C@@H]1OC(C(N)=O)=C[C@H](C2CCCCC2)[C@H]1CCCO
    -3.0	-3.6
- CCC(C)c1ccc(OCCn2cc(/C=N/NC(=O)CSc3nnc(C)s3)c3ccccc32)cc1 (centres undefined)
    20.5	-5.8
- Cc1cccc(N(Cc2ccccc2)C(=O)C2CCN(C(=O)c3ccccc3C)CC2)c1
    -1.6	-4.7
- C=CCOc1cccc(/C=N/NC(=O)CC(=O)NC2CCCCC2)c1
    7.0	7.5
- CCc1nc2c(OCCc3cccc(OC)c3)cccn2c1N(C)C(=O)c1ccc(OC)cc1
    3.3	-5.4
- O=C(C1=C[C@H](C2CC2)C[C@H](OCCCCO)O1)N1CCN(Cc2ccc3c(c2)OCO3)CC1
    -18.5	1.0
- O=C(CSc1nnc(NC(=O)c2ccccc2F)s1)Nc1ccccc1F
    -11.5	-1.8
- O=C(CC1SC(N2CCCCC2)=NC1=O)Nc1ccc(C(=O)O)cc1 (centres undefined)
    -10.5	1.2
- CC1(C(=O)N2CCN(Cc3ccccc3Cl)CC2)CC1(Cl)Cl (centres undefined)
    1.1	4.8
- C/C=C(/C)C(=O)Nc1cccc(C2=NOC3(C2)C[C@@H](C(N)=O)N(C(=O)c2ccc(OC)cc2)C3)c1 (some centres undefined)
    4.5	11.4
- CC(C)(C)NC(=O)C(=O)NC(=O)c1c(F)cccc1Cl
    5.4	-6.8
- CC(NC(=S)NC1CCCCC1)c1ccccc1 (centres undefined)
    -9.1	-1.6
- O=S(=O)(c1ccc2ccccc2c1)N1CCN=C1SCc1cccnc1
    -1.8	2.3
- Cn1c(Cn2c(=O)sc3ccccc32)nnc1SCc1ccc(F)cc1
    -6.0	4.8
- CCOc1ccccc1N(CC(=O)N1CCc2ccccc2C1)S(C)(=O)=O
    -16.4	-1.7
- CC(OC(=O)c1cccn1C)C(=O)Nc1ccc2c(c1)OCO2 (centres undefined)
    -5.4	11.1
- Cc1cc(F)ccc1S(=O)(=O)Nc1ccccc1C(=O)N1CCCC1
    -11.5	3.3
- CC(C)(O)P(C)(=O)c1ccccc1 (centres undefined)
    -1.0	5.2
- COc1ccc(NC(=O)CSc2nnc(C3CCCCC3)o2)c(OC)c1
    4.2	0.5
